Source: PubChem BioAssay (IUPUI and University of Michigan)
ST2 IL33 inh: inhibitors of human ST2 (IL1RL1) binding to IL-33, primary screen, biochemical, AlphaLISA; inhibition, % for hits at 17 µM; Interleukin-1 receptor-like 1 (Homo sapiens), Q01638; AID 1259354, 2018; AlphaLISA ST2-Fc/biotin-IL-33 interaction, 1 h; actives 2.3% (n = 78,000); in the data active = inhibition above about 30%; inconclusive = mostly about 10% to 28%
Target sequence (Q01638 whole entry, looked up): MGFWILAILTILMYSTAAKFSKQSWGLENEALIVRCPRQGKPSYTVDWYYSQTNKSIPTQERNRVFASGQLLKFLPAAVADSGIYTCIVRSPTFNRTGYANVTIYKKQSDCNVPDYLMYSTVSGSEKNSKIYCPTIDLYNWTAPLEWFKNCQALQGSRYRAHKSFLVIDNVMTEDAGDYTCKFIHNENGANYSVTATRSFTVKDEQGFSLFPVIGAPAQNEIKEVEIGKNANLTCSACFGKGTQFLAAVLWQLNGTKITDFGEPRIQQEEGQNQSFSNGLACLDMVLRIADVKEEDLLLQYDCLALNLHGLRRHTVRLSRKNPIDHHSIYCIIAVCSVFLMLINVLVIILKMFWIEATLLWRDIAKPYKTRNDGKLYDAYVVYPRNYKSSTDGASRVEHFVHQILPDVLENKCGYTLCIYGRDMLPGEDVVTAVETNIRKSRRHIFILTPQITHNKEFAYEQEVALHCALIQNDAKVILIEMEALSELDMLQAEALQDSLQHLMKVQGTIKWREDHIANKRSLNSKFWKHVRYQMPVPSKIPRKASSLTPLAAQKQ
Starred values were filed as active, the others as inactive; i = inactive; ? = inconclusive.

compound | ST2 IL33 inh
Cc1ccc(-n2nc3ccc(NC(=O)c4ccc5c(c4)OCCO5)cc3n2)cc1Cl | 34%*
COCCCn1ccnc1-c1cccc2ccccc12 | ?
Cn1cc(CC(=O)Nc2cccc(C#N)c2)c2ccccc21 | i
CNC(=O)[C@@H]1C[C@@H](N)CN1C(=O)[C@@H](OC)c1ccccc1 | i
COc1c(O)cc2oc(-c3ccc(O[C@@H]4O[C@H](CO)[C@@H](O)[C@H](O)[C@H]4O)cc3)cc(=O)c2c1O | i
CCC(C)C1N=C2c3ccccc3N=C(SCC(=O)NCc3ccccc3)N2C1=O (centres undefined) | i
COCCNC(=O)c1noc2c1CCc1cc(OC)ccc1-2 | i
CCc1ccc(N2N=C(C)/C(=C/c3ccc(N(C)C)c([N+](=O)[O-])c3)C2=O)cc1 | ?
Cc1ccc(Cn2c(CNS(=O)(=O)c3ccc(C)c(C)c3)nc3cccnc32)cc1 | ?
Cc1cccc(CSC2=NCCN2C(=O)c2ccc(Br)o2)c1 | i
Cc1ccccc1CNC(=O)CSCc1ccc([N+](=O)[O-])cc1 | i
O=S(=O)(NC(c1c[nH]c2ccccc12)C(Cl)(Cl)Cl)c1ccccc1 (centres undefined) | i
Cc1nc2ccccc2n1C(=O)c1ccco1 | i
COc1ccc(NC2CC(=O)N(c3cccc(Cl)c3)C2=O)cc1 (centres undefined) | i
O=C(CN1C(=O)C2C3CCC(C3)C2C1=O)N1CCCC1 (centres undefined) | i
COc1ccc(OC)c(NS(=O)(=O)c2c(C)cc(C)cc2C)c1 | i
CSCC(=O)N(CCN1CCCCC1)CC1CCCN(C2CCCC2)C1 (centres undefined) | i
O=S(=O)(c1ccccc1)c1nc(-c2ccco2)oc1SCc1ccccc1F | i
O=C(CSCc1ccc(Cl)cc1Cl)Nc1ccc(NC(=O)c2ccco2)cc1 | i
c1ccc(CCc2noc(CN3CCOCC3)n2)cc1 | i
CCC(C)NC(=O)C1(C)CCC(=O)N1Cc1cc(OC)ccc1OC (centres undefined) | ?
COc1cc(OC)cc(C(=O)N(c2ccc(OC)cc2OC)C2C=CS(=O)(=O)C2)c1 (centres undefined) | i
COc1ccc(/C=C2\SC(N3CC(C)OC(C)C3)=NC2=O)cc1 (centres undefined) | ?
C=CCn1c(SCC(=O)N2CCCCC2)nc2sc(C)c(C)c2c1=O | i
O=C(NCc1cccnc1)c1ccccc1NC(=O)C(c1ccccc1)c1ccccc1 | ?

A draw from above in order of length of the SMILES, largest number first:
compound | ST2 IL33 inh
COc1cc(OC)cc(C(=O)N(c2ccc(OC)cc2OC)C2C=CS(=O)(=O)C2)c1 (centres undefined) | i
CNC(=O)[C@@H]1C[C@@H](N)CN1C(=O)[C@@H](OC)c1ccccc1 | i
COc1ccc(NC2CC(=O)N(c3cccc(Cl)c3)C2=O)cc1 (centres undefined) | i

The list goes on.
compound | ST2 IL33 inh
O=C(O)COc1ccc(C=C2C(=O)c3ccccc3C2=O)cc1Cl | i
O=C(Nc1ccccc1)NC1CC(=O)N(Cc2cccc(F)c2)C1 (centres undefined) | i
COc1ccc(C2CC(=O)c3cnc(NC(=O)c4ccccc4)nc3C2)cc1OC (centres undefined) | i
COC(=O)C1=C(NC(=O)c2cccs2)CCS1 | ?
COc1ccc(F)c(-c2ccccc2OC(C)C(N)=O)c1 (centres undefined) | i
O=c1c2c(nc(SCc3c(F)cccc3Cl)n1-c1ccccc1)CCS2 | ?
O=c1c2c(ncn1Cc1ccccc1)nc1n2CCC1 | i
C=C(C)Cn1c(-c2ccc(N)cc2)nc2ccccc21 | i
CCOc1ccc(NC(=O)c2ccc(I)cc2)cc1 | i
CC(CNC(=O)c1cn(Cc2ccccc2F)nn1)Oc1cccnc1 (centres undefined) | i
CC(=O)N1CC[C@H](c2nc3ncccc3[nH]2)C1 | i
CCCOc1ccc(/C=c2\sc3nc(-c4cccnc4)nn3c2=O)cc1 | i
CCCCNC(=O)c1oc2ccc(S(=O)(=O)N3CCOCC3)cc2c1C | i
c1ccc(CCn2ccnc2-c2cc3ccccc3o2)nc1 | i
COc1ccc2nc(Nc3nnc(-c4ccccc4)o3)sc2c1 | i
O=C(c1ccccc1)N1CCNCC1 | i
O=C(O)c1ccccc1C(=O)c1cccs1 | i
Nc1nonc1-c1noc(COc2ccccc2Cl)n1 | i
O=C1CCCC2=C1C(c1ccc(Cl)cc1)N(C(=O)c1ccccc1)c1ccccc1N2 (centres undefined) | i
COc1ccc(-c2cc(N3CCN(S(=O)(=O)c4ccc(Br)cc4)CC3)ncn2)cc1 | ?
COc1cc2c(cc1OC)CN(Cc1sccc1C)CC2 | i
COc1cc(OC)c(C(=O)CCC(=O)O)cc1OC | ?
CC1(C)CC(=O)C2=C(C1)OC(N)=C(C#N)C2c1cccc(I)c1 (centres undefined) | i
O=C(NC1CCCc2ccccc21)C1(S(=O)(=O)c2ccc(Cl)cc2)CC1 (centres undefined) | i
CC(C)(O)C#Cc1cccc(C(=O)N2CCc3c(c(C(=O)N4CCCC4)nn3Cc3ccccc3)C2)c1 | i
CC1CCCCN1S(=O)(=O)c1cc2c(cc1Cl)NC(=O)CO2 (centres undefined) | i
C=C(C)CN(CC)C1CCN(C(C)=O)CC1 | i
Cc1cccc(C(C(=O)NCc2ccc3nonc3c2)N(C)C)c1 (centres undefined) | i
O=C(c1ccccc1)N1CCC(C(=O)N2CCN(Cc3ccccc3)CC2)CC1 | i
COc1cc(NC(=O)CCN2C(=O)c3ccc([N+](=O)[O-])cc3C2=O)c(C(=O)O)cc1OC | i
CCCc1cc(CN(C)C(=O)CC2(c3ccccc3F)CC(=O)N(CCOC)C2=O)[nH]n1 (centres undefined) | ?
Cc1nc2c(C(=O)NCCc3ccccc3)c[nH]n2c(=O)c1Cc1ccc(Cl)cc1 | i
CCCc1cc(C(=O)Nc2c(C)nn(Cc3ccc(F)cc3)c2C)no1 | i
O=[N+]([O-])c1ccc(NC(c2ccccn2)c2ccc3cccnc3c2O)cc1 (centres undefined) | 31%*
O=C(c1cc(-c2ccc(Br)cc2)on1)N1CCN(c2ccc(F)cc2)CC1 | i
Cc1cccc(NC(=O)CCC2CCN(C(=O)c3ccc4ncccc4c3)CC2)c1 | i
Cc1cccc(C)c1NC(=O)NCCc1nc2cccnc2n1Cc1ccccc1 | ?
CCOc1ccc(-c2cn(-c3ccc(Br)cc3)c(=O)[nH]2)cc1Cl | i
CCn1ccnc1Cn1cnc(-c2ccccc2)c1-c1c(OC)cccc1OC | i
COc1ccc(N2C(=O)CC(N3CCC(C)CC3)C2=O)cc1 (centres undefined) | i
CCn1ncnc1CN1CCOC(Cc2cccc3ccccc23)C1 (centres undefined) | i
Cc1ccc(Nc2cc(C)nc(N3CCN(S(=O)(=O)c4ccccc4)CC3)n2)cc1 | ?
O=C(Nc1ccc(=O)n2c1[C@@H]1C[C@@H](CN(C(=O)COc3ccccc3)C1)C2)C1CCCCC1 | i
COCCN(Cc1[nH]c2ccccc2c1C)CC1CCCN(C2Cc3ccccc3C2)C1 (centres undefined) | ?
COC(=O)c1ccc(C2NC(=O)c3c(sc(C)c3C)N2)cc1 (centres undefined) | ?
c1ccc(Cc2nc(Cn3ccnc3-c3cccnc3)cs2)cc1 | ?
CS(=O)(=O)N1CCN(c2ccc([N+](=O)[O-])c(NCc3ccco3)c2)CC1 | ?
NS(=O)(=O)c1ccc(NC(=O)c2ccc(=O)n(Cc3ccc(F)cc3)c2)cc1 | i
O=C(NCCC1COc2ccccc2O1)c1ccc(N2CCCNCC2)nc1 (centres undefined) | i
CCC1CCCCN1CCNS(=O)(=O)c1cccc2nonc12 (centres undefined) | i

Gathered by group: the compounds so far with a cyano group.
compound | ST2 IL33 inh
Cn1cc(CC(=O)Nc2cccc(C#N)c2)c2ccccc21 | i
CC1(C)CC(=O)C2=C(C1)OC(N)=C(C#N)C2c1cccc(I)c1 (centres undefined) | i

Other structures:
compound | ST2 IL33 inh
O=S1(=O)C=C(Sc2cccc3cccnc23)c2ccccc21 | ?
COc1ccc(C(=O)NC(N2CCOCC2)C(Cl)(Cl)Cl)cc1 (centres undefined) | i
COc1ccc(OC)c(Nc2nc(-c3ccccc3O)nc3ccccc23)c1 | i
CN(CC(=O)NCc1ccccn1)S(=O)(=O)c1ccc(Br)cc1 | i
O=C(c1cc(C2CC2)[nH]n1)N1CCCCC1c1cccnc1 (centres undefined) | i
CCc1ccc(Cn2cnc(-c3ccccc3)c2-c2cnc(OC)nc2)nc1 | ?
COc1cc(/C=C(\C#N)c2nc3ccccc3s2)cc(OC)c1OC | 34%*
O=S1(=O)CC(O)C(NC2CCCCC2)C1 (centres undefined) | i
COc1ccc2cnn(-c3nc4ccccc4[nH]3)c(=O)c2c1OC | i
CCCCOc1ccc(NC(=O)c2ccc(F)cc2)cc1 | i
CN1CC2(CCCN(C(=O)c3cnn4ccccc34)C2)OC1=O (centres undefined) | i
Cc1cc2nsnc2c([N+](=O)[O-])c1C | ?
Cn1cc(CN2CC[C@H](c3nnc(-c4ccccc4)o3)C2)c2ccccc21 | i
CCN(CC)CCNC(=O)C1CCNCC1 | i
CC(C)NS(=O)(=O)c1cc(C(=O)O)cc(-c2ccc(N(C)C)nc2)c1 | i
O=C(O)C#CCN1C(=O)c2ccccc2C1=O | i
CC(C)C12CN3CC(C(C)C)(CN(C1)C3c1cccc(Br)c1)C2=O (centres undefined) | i
Cc1ccc(COc2ccc3c4c(c(=O)oc3c2)CCC4)cc1 | i
O=C(CS(=O)(=O)c1cn(Cc2ccc(F)cc2)c2ccccc12)Nc1nccs1 | i
Cc1ccc(-c2nc3ccc(NCc4cccs4)cc3o2)cc1 | i
CSc1cccc(CN(C)C(=O)c2cn(Cc3ccc(F)cc3)nn2)c1 | ?
NC(=O)CN1CC=C(CN2CCN(C(=O)c3cccs3)CC2)CC1 | i
Cc1cccc(C)c1OCC(=O)Nc1ccc(-c2nnc(-c3ccco3)o2)cc1 | i
CN(C)c1ccc(C2N(c3ccc(Cl)c(Cl)c3)C(=O)C3CCCN32)cc1 (centres undefined) | ?
CN(Cc1ccc2cccc(O)c2n1)Cc1nnc(-c2ccccc2)o1 | i

Reprinted at random: two records from the list
compound | ST2 IL33 inh
O=S1(=O)C=C(Sc2cccc3cccnc23)c2ccccc21 | ?
CN(C)c1ccc(C2N(c3ccc(Cl)c(Cl)c3)C(=O)C3CCCN32)cc1 (centres undefined) | ?

(list continues)
compound | ST2 IL33 inh
COc1cc(C(O)CO)ccc1OS(=O)(=O)O (centres undefined) | i
Cc1cc(C)cc(Oc2coc3c(CN(C)C)c(O)ccc3c2=O)c1 | i
CC(C)C(C)N(Cc1ccco1)C(=O)c1cnc2ccccn2c1=O (centres undefined) | i
Cc1ccsc1[C@@H]1CCN(C(=O)COc2ccc(F)cc2)C[C@H]1O | ?
O=S(=O)(Nc1ccccn1)c1ccc(N=Cc2cccc(Br)c2)cc1 | i
C[C@@H]1O[C@@H](O[C@H]2[C@@H]3C=CO[C@@H](O[C@@H]4O[C@H](CO)[C@@H](O)[C@H](O)[C@H]4O)[C@@H]3[C@@]3(CO)O[C@@H]23)[C@H](OC(=O)/C=C/c2ccccc2)[C@H](O)[C@H]1O | i
O=C(Nc1ccc(Oc2ccc(Cl)cc2)c(C(F)(F)F)c1)c1cccnc1 | i
CCN(CCNS(=O)(=O)c1ccc2c(c1)c(=O)n(C)c(=O)n2C)c1ccccc1 | i
Cc1oc(-c2cccc(C(F)(F)F)c2)nc1CN1CCN(C)C(C)C1 (centres undefined) | i
O=S(=O)(Nc1ccccn1)c1ccc(N=Cc2c(Cl)cccc2Cl)cc1 | ?
COc1ccc(N2CCN(CC(=O)Nc3nc(-c4ccccc4)cs3)CC2)cc1 | ?
CCCCc1ncc(CN(C)Cc2cccc3ncccc23)[nH]1 | ?
CCCCc1ncc(-c2nccn2CCC2CCCN2C)[nH]1 (centres undefined) | i
COc1cc2c(cc1NC(=O)CSc1ccccn1)oc1ccccc12 | i
COc1ccc2c(c1)Cc1sc(NC(C)=O)nc1-2 | i
CC(C)CC(C(=O)Nc1ccccc1C(F)(F)F)N1C(=O)c2ccccc2C1=O (centres undefined) | i
CC(C)Cc1nc(CN(C)Cc2ncc[nH]2)no1 | i
CCc1ccc(-c2c(-c3ccccc3)ncn2CCCO)o1 | ?
CCNC(=O)N1CCC[C@@H](O)[C@H](NC(=O)c2ccc(OCCN3CCCC3)cc2)C1 | i
Cc1ccc(C(C)C)c(OCC(=O)OCCN2C(=O)c3ccccc3C2=O)c1 | i
O=C(CSc1nc2c(sc3ccccc32)c(=O)n1CC1CCCO1)c1ccccc1 (centres undefined) | ?
Cc1cc(N2CCC(C)CC2)n2c(nc3ccccc32)c1C#N | i
COc1ccc(-c2ncnn2-c2sc3c(c2C#N)CCCCC3)cc1OC | 44%*
Cc1cnc(C(=O)N2CCCC3(CC2)CNC(=O)O3)cn1 (centres undefined) | i
C[C@@H]1O[C@@H](Oc2c(-c3ccc(O)c(O)c3)oc3cc(O)cc(O)c3c2=O)[C@H](O)[C@H](O)[C@H]1O | i
COCC(=O)N[C@H]1CC[C@]2(C)CCC([C@H](C)C(=O)NCc3ccc(OC)c(OC)c3)[C@H](O)[C@H]2[C@@H]1C (some centres undefined) | i
CC(C)CCNC(=O)C1CCC(Cn2c(=O)c3sccc3n(CC(N)=O)c2=O)CC1 (centres undefined) | i
CCCC(=O)Oc1ccc(C2C(C#N)=C(N)OC3=C2C(=O)CC(C)(C)C3)cc1 (centres undefined) | i
O=C(CSc1nc2c(c(=O)n1-c1ccc(Cl)cc1)SCC2)N1CCCc2ccccc21 | i
Cc1ccc(C)c(N(CC(=O)Nc2ccc(I)cc2)S(C)(=O)=O)c1 | ?

The list is partial, so the mix of outcomes need not match the whole.
